# Screening results as filed in PubChem.
# beta cell repl – induces beta-cell replication in MIN6 cells | MIN6 cells proliferation, ATPlite luminescence, 48 h; cells starved in 0.2% serum; 100% = growth in 10% serum | proliferation, % at 10 µM | actives 0.29% (n = 330,000);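 active = compounds whose signal lies at least 3.5 SD above the mean of all wells on their plate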;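 also: 0% = DMSO-treated cells in low-serum medium and 100% = 10% serum control; some compounds called inactive have numbers as strong as hits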
# UBC13 inh – blocks human UBC13 polyubiquitin chain formation; TR-FRET; inhibition, % at 20 µM; actives 0.47% (n = 330,000); in the data active = inhibition above about 45%, passing the limit was not always enough
# SENP6 inh – inhibitors of human SENP6 protease; actives 1.8% (n = 330,000); AID 2599; inhibition, % at 10 µM; Q9GZR1; Recombinant SENP6 catalytic domain, aminoluciferin luminescence;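 active = inhibition above about 50% at the single tested dose, limit read from the data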;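 also: plate controls were DMSO wells with enzyme for no effect and DMSO wells lacking enzyme for full effect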
# Target sequence (Q9GZR1 628-1112 limits assumed): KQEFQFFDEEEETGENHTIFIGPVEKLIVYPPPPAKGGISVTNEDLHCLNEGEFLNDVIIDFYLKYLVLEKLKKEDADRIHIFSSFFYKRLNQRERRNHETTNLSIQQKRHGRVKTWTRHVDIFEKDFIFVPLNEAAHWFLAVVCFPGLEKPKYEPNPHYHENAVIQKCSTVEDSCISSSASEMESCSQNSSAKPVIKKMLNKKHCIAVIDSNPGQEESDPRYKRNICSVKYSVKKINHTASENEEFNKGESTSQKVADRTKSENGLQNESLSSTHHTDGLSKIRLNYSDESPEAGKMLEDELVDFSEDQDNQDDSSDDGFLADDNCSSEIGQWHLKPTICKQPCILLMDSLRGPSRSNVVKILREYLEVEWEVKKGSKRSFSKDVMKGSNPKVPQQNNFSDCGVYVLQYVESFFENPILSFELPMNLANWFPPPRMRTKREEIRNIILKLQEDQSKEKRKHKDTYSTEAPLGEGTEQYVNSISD
# SENP1 inh – inhibitors of human SENP1 SUMO protease catalytic domain | inhibition, % at 10 µM | recombinant SENP1 catalytic domain, CyPet-SUMO1-YPet FRET cleavage | actives 0.21% (n = 360,000);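 active = inhibition at least 30% at 10 µM, raw YFP signal under a set limit, fluorescence ratio 0.5 to 1.5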;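 also: 0% = enzyme with DMSO and 100% = no enzyme wells; some results filed as inactive read as strong as hits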
# Target sequence (Q9P0U3 419-644 limits assumed): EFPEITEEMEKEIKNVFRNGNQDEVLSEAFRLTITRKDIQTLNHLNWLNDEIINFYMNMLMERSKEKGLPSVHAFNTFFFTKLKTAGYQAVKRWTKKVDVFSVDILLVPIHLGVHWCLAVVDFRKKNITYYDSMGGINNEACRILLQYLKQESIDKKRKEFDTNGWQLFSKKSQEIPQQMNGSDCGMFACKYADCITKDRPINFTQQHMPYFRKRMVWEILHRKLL
#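 Assay system: hSENP1 catalytic domain, recombinant. Amount: SENP1 enzyme, 20 pM final. Schedule: 50 min reaction, RT, dark. Technique: FRET, CFP and YFP emission. Control set: no-enzyme wells low, DMSO-plus-enzyme wells high control.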
# HKDC1 inh – blocks human hexokinase HKDC1 activity. recombinant HKDC1, G6PDH/diaphorase resazurin coupled fluorescence. inhibition, % at 20 µM. actives 0.16% (n = 340,000);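 active = inhibition above about 35% when tested at 20 µM, limit read from the data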;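 also: plate controls were DMSO wells with enzyme for no effect and DMSO wells lacking enzyme for full effect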
#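 Material: recombinant HKDC1 hexokinase; Amount: HKDC1 at 5 µg/mL; Medium: Tris pH 8.0 buffer with MgCl2, Tween-20, BSA, BME; Schedule: 90 min reaction incubation at room temperature, dark; Technique: coupled resazurin fluorescence, excitation 525 nm, emission 613 nm.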
# SENP8 block-1 – blocks human SENP8 cleavage of Nedd8 substrate; AID 602440; recombinant SENP8, Nedd8 substrate fluorescence; inhibition, % at 20 µM; Q96LD8; actives 0.64% (n = 360,000); in the data active = inhibition mostly above about 40%, no sharp cut-off; inactive = mostly below about 27%
# Target sequence (Q96LD8 whole entry, looked up): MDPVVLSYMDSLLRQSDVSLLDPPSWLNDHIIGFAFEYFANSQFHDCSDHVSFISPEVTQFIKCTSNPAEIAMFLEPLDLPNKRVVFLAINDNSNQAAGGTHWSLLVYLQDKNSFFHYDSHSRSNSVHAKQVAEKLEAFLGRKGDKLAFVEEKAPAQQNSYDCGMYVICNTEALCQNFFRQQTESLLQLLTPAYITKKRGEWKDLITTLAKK
# PfGluPho inh – PfG6PD (Plasmodium falciparum) enzyme inhibition. PfGluPho enzyme, NADPH resazurin-diaphorase fluorescence. inhibition, % at 20 µM. actives 0.78% (n = 350,000);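 active = inhibition reaching at least a set limit at 20 µM in the primary screen, cut at about 59% in these data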;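 also: 0% = DMSO wells with substrate and 100% = DMSO wells lacking glucose-6-phosphate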
# SENP7 block – inhibitors of human SENP7 protease. recombinant SENP7, Z-RLRGG-aminoluciferin luminescence, 40 min. inhibition, % at 5 µM. actives 1.5% (n = 330,000). AID 434973;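 active = inhibition above about 50% at the single test dose, limit read from the data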;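 also: plate controls were DMSO with enzyme for no effect and no enzyme buffer wells for full effect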
# SENP8 block-2 – SENP8 protease inhibition. Q96LD8. purified SENP8, Z-RLRGG-aminoluciferin cleavage, luminescence. inhibition, % at 10 µM. actives 1.2% (n = 330,000). AID 2540; in the data active = inhibition above about 50%
# * = called active by the depositor; . = not tested or not shown.
SMILES,beta cell repl,UBC13 inh,SENP6 inh,SENP1 inh,HKDC1 inh,SENP8 block-1,PfGluPho inh,SENP7 block,SENP8 block-2
O=C(Cc1cccs1)N=Nc1c(O)[nH]c2ccccc12,2.1,-10.5,-4.7,4.3,-1.8,35.1,5.1,5.5,4.2
CC1CN(c2ccc([N+](=O)[O-])cc2C(=O)N2CCOCC2)CC(C)N1 (stereo not drawn),-2.3,-8.9,-18.0,1.6,-9.9,14.4,1.0,2.6,-4.8
CCCOc1ccc(C(=O)CCNC(Cc2c[nH]c3ccccc23)C(=O)O)cc1 (stereo not drawn),-6.5,0.1,4.5,-2.6,6.1,-1.9,17.4,4.1,-7.6
CCN(CC)S(=O)(=O)c1cccc(C(=O)N/N=C(\C)c2cccs2)c1,-2.9,-10.0,-6.1,1.6,-6.0,5.2,-8.0,-7.6,-14.0
CCn1ccnc1CN(C)Cc1nc(Cc2cccc(C(F)(F)F)c2)no1,1.0,-0.9,-18.0,0.2,1.5,-1.8,-10.0,-4.0,-4.9
O=c1[nH]cccc1-c1nc2ccccc2n1Cc1ccccc1F,4.1,14.0,-7.0,0.0,2.0,-256.8,-6.2,-0.3,-9.4
CC1CCC(C(C)C)C(OCC(O)CN2CCN(Cc3ccccc3)CC2)C1 (stereo not drawn),-3.2,10.1,5.6,3.0,1.6,17.8,-3.7,-2.9,2.2
CN(C)c1ccc(NC(=O)CC2NCCNC2=O)cc1 (stereo not drawn),-0.6,-5.0,4.6,0.6,-3.1,8.8,13.9,10.4,9.2
COCCCNCCOCCOc1ccc(C)cc1Br,0.0,-1.8,16.9,2.0,16.4,17.6,-21.6,8.3,6.1
O=C(Cc1cccs1)Nc1ccccc1,-0.4,4.2,-3.1,0.1,-5.7,13.9,6.1,-0.1,-7.5
O=C(NNS(=O)(=O)c1ccccc1[N+](=O)[O-])c1ccccc1[N+](=O)[O-],-1.4,6.4,-0.9,3.0,-0.6,0.3,7.3,-0.5,-8.7
NS(=O)(=O)c1cc(C(=O)OCC(=O)NNC(=O)c2ccccc2)ccc1Cl,-0.1,-4.7,-0.7,3.0,-4.1,0.1,7.5,-6.4,-11.7
O=[N+]([O-])c1ccc(N(CC2CO2)S(=O)(=O)c2ccccc2)cc1 (stereo not drawn),0.0,0.3,9.9,1.5,-0.7,14.6,-13.7,-5.3,-0.2
Oc1ccc(-c2nc(-c3ccc(O)c(O)c3)cs2)cc1,-5.8,2.3,14.3,1.4,-0.8,15.0,37.2,-15.0,-9.7
COc1ccc(CNc2ccc3c(c2)nc(C)n3C)cc1OC,0.5,-9.4,2.6,3.2,0.7,-61.9,4.1,-2.7,-4.5
Cc1ccc(OCC(=O)N(Cc2cccs2)C2CCS(=O)(=O)C2)cc1 (stereo not drawn),-1.4,2.4,9.7,0.9,-3.2,10.0,-2.1,-1.0,3.9
CC(C)c1ccc[n+](-c2nc([O-])sc2C=O)c1,-2.4,-1.4,-1.2,1.8,2.1,8.6,-6.5,-5.4,3.8
O=C(Nc1ccc(S(=O)(=O)NCc2ccco2)cc1)C1CCCCC1,0.2,-15.7,-18.0,-0.8,-2.2,3.3,4.2,-8.8,-5.0
CCS(=O)(=O)N1CCN(C(=O)CC(C)C)CC1,-1.7,5.4,6.3,-0.4,-4.4,24.0,-17.4,5.7,-5.4
O=S(=O)(NCc1cccnc1)c1ccc2c(c1)OCCO2,-0.2,0.3,-28.4,2.1,-9.8,8.4,8.6,0.7,-7.5
CN1CCN(NC(=O)Nc2ccc([N+](=O)[O-])cc2)CC1,-1.7,-4.3,6.6,-1.4,-1.3,3.5,15.1,2.2,-15.7
COC1=CC(=O)C=C(OC)C1(O)CC(C)=O,.,.,.,-2.9,17.1,29.8,68.5*,.,.
CN1CCN(CCCNC(=O)c2nnc(Cc3c(F)cccc3Cl)o2)CC1,0.2,2.5,3.4,0.9,-13.8,34.7,0.5,4.0,-3.4
Cc1ccc2nc(-c3ccc(F)cc3)nc(SCC(=O)NCC3CCCO3)c2c1 (stereo not drawn),3.1,-1.0,-43.8,-1.3,4.5,9.4,-27.8,-3.6,5.1
COC(=O)/C=C1/C(=O)N/C(=N\c2nc(C)cc(C)n2)N1c1ccc(OC)cc1,0.2,-6.1,3.3,1.9,-12.6,7.0,4.9,-3.4,-2.3
CC(=O)N(C(C)=O)c1ccc2nc(C)[nH]c(=O)c2c1,-3.1,2.9,0.2,2.0,16.6,2.9,-5.8,0.5,1.5
COc1ccccc1/C=C/C=N/n1c(C)nnc1C,0.8,-7.4,-20.2,-0.3,-8.8,-86.4,7.5,-1.7,-3.2
CC(C)CCCN1C(N(C)C)=NC[C@@H]1C,7.5,5.3,4.3,1.3,-6.4,11.1,-4.7,-1.4,-1.3
CCNc1c(NS(=O)(=O)c2ccc(Cl)s2)c(=O)oc2ccccc12,0.0,7.2,-3.0,1.4,-0.3,-3.7,-4.2,4.4,-4.4
COc1cccc(OC)c1C(=O)Nc1ccc(CN2CCCCC2)cc1,0.0,8.1,-1.0,0.0,-6.9,18.5,0.7,-3.9,-2.5
Clc1ccccc1CSc1nnc(/C=C/c2ccccc2)o1,-1.2,-1.5,10.3,0.0,0.3,-5.8,6.5,4.1,-10.4
COc1cc(/C=C/C(=O)NCc2ccccn2)cc(OC)c1OC,0.0,-3.4,-21.7,-0.5,2.1,-206.7,-7.7,-7.7,-8.7
Cc1cccc(OCC(=O)N2CCc3ccccc3C2)c1,-2.4,0.4,-24.0,-0.2,-2.3,19.6,-10.7,-18.2,-12.2
Cc1[nH]n(-c2cccc(Cl)c2)c(=O)c1C=NC12CN3CN(CN(C3)C1)C2,-3.5,8.0,-7.8,-0.4,-11.6,17.5,-11.4,-3.5,1.1
NC1=CC(=O)c2cccc3cccc1c23,4.4,-29.1,-2.7,.,.,.,.,11.8,5.1
CC(=O)c1ccc(C(=O)Nc2sc3c(c2C(N)=O)CCN(Cc2ccccc2)C3)cc1,-2.5,-36.6,-18.6,-29.5,.,-29.2,.,-0.1,-0.7

# A draw from above in order of molar mass, highest first.
SMILES,beta cell repl,UBC13 inh,SENP6 inh,SENP1 inh,HKDC1 inh,SENP8 block-1,PfGluPho inh,SENP7 block,SENP8 block-2
CC(=O)c1ccc(C(=O)Nc2sc3c(c2C(N)=O)CCN(Cc2ccccc2)C3)cc1,-2.5,-36.6,-18.6,-29.5,.,-29.2,.,-0.1,-0.7
Cc1[nH]n(-c2cccc(Cl)c2)c(=O)c1C=NC12CN3CN(CN(C3)C1)C2,-3.5,8.0,-7.8,-0.4,-11.6,17.5,-11.4,-3.5,1.1
COc1cc(/C=C/C(=O)NCc2ccccn2)cc(OC)c1OC,0.0,-3.4,-21.7,-0.5,2.1,-206.7,-7.7,-7.7,-8.7
COc1ccccc1/C=C/C=N/n1c(C)nnc1C,0.8,-7.4,-20.2,-0.3,-8.8,-86.4,7.5,-1.7,-3.2
CC(C)CCCN1C(N(C)C)=NC[C@@H]1C,7.5,5.3,4.3,1.3,-6.4,11.1,-4.7,-1.4,-1.3

# (cont.)
SMILES,beta cell repl,UBC13 inh,SENP6 inh,SENP1 inh,HKDC1 inh,SENP8 block-1,PfGluPho inh,SENP7 block,SENP8 block-2
Oc1ccc2ccccc2c1/C=N/Nc1ccccc1,-4.8,-9.8,-17.3,-26.8,21.0,-55.8,31.2,-3.1,-11.2
COc1cccc(NS(=O)(=O)c2cc(C)sc2C)c1,-1.0,-8.1,-17.4,0.1,0.8,19.6,29.2,-10.6,-11.4
COc1ccc(CCN=c2c([N+](=O)[O-])nn(-c3cccc(C)c3)n2O)cc1OC,-4.6,-12.6,13.0,2.9,-6.6,17.8,1.1,-2.0,-2.1
CCN(CC)C(=O)C(=O)c1cccn1-c1ccc(C#N)cc1,2.5,-0.9,1.5,-0.3,-1.1,16.4,-17.1,-20.7,-5.1
COc1ccc(NC(=O)COC(=O)Cc2ccc(Br)cc2)cc1,2.5,2.9,-2.8,3.2,-4.4,18.9,-7.2,6.1,-5.4
C(=N\n1cnnc1)/c1cccnc1,-1.4,0.3,-5.8,1.3,-4.8,22.1,-3.1,1.6,-4.8
Cc1noc(C)c1COc1ccccc1C(=O)NC(C)CCc1ccccc1 (stereo not drawn),.,.,.,2.1,-3.3,10.0,-2.8,.,.
C[N+](C)(C)C(Cc1c[nH]c2ccccc12)C(=O)[O-] (stereo not drawn),0.1,-7.1,6.9,.,.,.,.,-6.3,-5.6
CCOc1cc(C2NC(=O)NC(C)=C2C(=O)NCc2ccccc2)c(Cl)cc1O (stereo not drawn),-1.7,7.2,-11.1,2.8,-5.0,15.1,10.3,-8.1,-7.4
COC(=O)c1cc(OC)c(OCc2cc(C(=O)OC)oc2C)c(OC)c1,-1.2,-0.3,-6.4,0.6,-0.2,13.5,-18.1,8.7,-4.2
CCc1cc(-c2n[nH]c(C)c2-c2nc(C)cs2)c(O)cc1OC,-1.6,32.0,6.1,0.4,-3.6,-4.1,68.6*,-1.6,1.6
CCOC(=O)c1nn(-c2cccc(C)c2)c2nnc(Cc3ccc(C)cc3)c(=O)n12,0.0,-10.7,-10.0,-0.6,-2.4,2.1,-4.2,-4.0,-14.1
COC(=O)c1ccc(NC(=O)CSc2nc(N)c(NC(=O)c3ccc(Br)o3)c(=O)[nH]2)cc1,0.7,-3.6,-2.3,0.9,-4.0,2.5,-29.6,-8.8,-10.1
O=C(OC1CCN(c2ncc(C(F)(F)F)cc2Cl)CC1)c1ccc(Cl)cc1,-5.1,1.4,-12.7,0.5,-2.7,19.9,13.3,-11.3,0.9
CN(C)N=Nc1ccc(S(=O)(=O)NC(Cc2ccccc2)C(=O)O)cc1 (stereo not drawn),-1.2,-12.3,3.3,1.3,-3.7,8.1,-10.5,0.6,0.5
CCOC(=O)C1=C(C)NC2=C(C(=O)c3ccccc32)C1c1ccc(O)cc1 (stereo not drawn),0.0,-73.7,-9.7,3.8,-4.1,37.8,20.9,5.3,1.4
Cc1sc(N)nc1C12CC3CC(CC(C3)C1)C2,-0.8,-4.4,9.6,-1.7,1.8,10.0,2.2,-8.8,-6.0
C#CCOCCOCCOCCNc1nc(N2CCN(C(=O)[C@H](CCCCN)n3cc(CCCC)nn3)CC2)nc(N2CCN(C(=O)[C@H](Cc3ccc(O)cc3)n3cc(CCO)nn3)CC2)n1,-0.7,90.5*,0.7,-33.3,4.8,4.3,76.2*,-4.0,2.3
CN(CC(=O)Nc1cccc(F)c1)C(=O)c1cn2ccccc2n1,-0.9,16.4,-6.9,-1.0,-0.6,-7.2,-0.6,-5.7,5.8
COC(=O)C(Cc1c[nH]c2ccccc12)NC(=O)c1cc(-c2ccc(OC)c(OC)c2)oc1C (stereo not drawn),0.0,2.3,-15.2,3.5,0.4,16.9,37.0,-12.1,-9.1
Cc1ccc(C(=O)CN2C(=O)C(C)Oc3ccccc32)cc1 (stereo not drawn),-1.6,-1.9,-0.8,0.3,-7.2,3.2,18.3,12.3,-0.2
c1ccc(CSc2nnc3c(n2)OC(c2ccco2)Nc2ccccc2-3)cc1 (stereo not drawn),-0.5,-9.3,-8.0,8.1,1.3,-16.0,-6.3,1.3,1.2
Oc1ccccc1C=NCCN1CCN(CCN=Cc2ccccc2O)C1c1ccccc1O (stereo not drawn),.,.,.,-10.9,-21.4,11.0,15.7,.,.
N=C1C(c2nc3ccccc3[nH]2)=C(O)CN1NC(=O)c1c[nH]c2ccccc12,1.1,-2.4,-8.5,0.1,-5.9,8.9,7.8,9.4,2.6
